From PubChem
LMP1 NFkB inh = inhibitors of Epstein-Barr LMP1-induced NF-kappaB reporter. LMP1-induced NF-kappaB luciferase reporter cells, luminescence. inhibition, % at 12.5 µM. 350,000 compounds, 0.69% hits. AID 504558; in the data active means inhibition above about 41%;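 further: 0% = neutral control wells and 100% = reference inhibitor control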
NR2F2 inh = blocks human COUP-TFII nuclear receptor | AID 686940 | HEK293T NGFI-A luciferase reporter, luminescence | P24468 | 370,000 compounds, 0.7% hits | inhibition, % at 8.6 µM;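 active means inhibition above a per-plate cutoff, mean inhibition of test wells between control levels plus 3 SD, cut at about 38% in these data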;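 further: cells cotransfected with COUP-TFII expression vector driving the NGFI-A reporter; 0% = median of COUP-TF2 test wells and 100% = reporter-only cells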
Target sequence (P24468 whole entry, looked up): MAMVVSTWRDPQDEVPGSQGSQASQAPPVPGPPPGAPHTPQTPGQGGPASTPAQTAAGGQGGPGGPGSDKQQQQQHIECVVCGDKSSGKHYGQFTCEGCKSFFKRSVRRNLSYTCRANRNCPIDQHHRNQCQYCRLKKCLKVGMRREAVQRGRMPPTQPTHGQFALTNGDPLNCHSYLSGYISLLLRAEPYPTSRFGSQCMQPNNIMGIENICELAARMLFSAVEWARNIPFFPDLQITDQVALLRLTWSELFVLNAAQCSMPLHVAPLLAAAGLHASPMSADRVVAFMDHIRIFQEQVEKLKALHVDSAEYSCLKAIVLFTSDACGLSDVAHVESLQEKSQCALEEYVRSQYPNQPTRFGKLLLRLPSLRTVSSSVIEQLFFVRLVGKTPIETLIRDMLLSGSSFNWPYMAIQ
C8 TRAIL sens = sensitizes caspase-8 expressing cells to TRAIL; NB7+C8 cells + TRAIL, ATPlite viability luminescence; inhibition (viability loss, TRAIL sensitization), % at 10 µM; 360,000 compounds, 1% hits; AID 624354;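 active means compounds causing at least 50% loss of cell viability in the single-dose screen, relative to plate controls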
TROY signal inh = blocks TROY-dependent signaling in reporter cells | Q293 LMP1-TROYcd NF-kB luciferase reporter, 4 h | inhibition, % at 10 µM | 360,000 compounds, 0.98% hits;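 active means compounds whose plate-normalised and pattern-corrected inhibition of the luciferase reporter signal at the single screening dose is 50% or more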
NCOA2 inhibitor = human SRC2 (NCOA2) inhibition; HEK293 GAL4-SRC2 luciferase reporter, luminescence; 370,000 compounds, 0.17% hits; AID 651957; inhibition, % at 9 µM;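 active means inhibition above the mean inhibition of all tested compounds plus 3 SD, set per campaign, cut at about 52% in these data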;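 further: 0% = DMSO treated cells and 100% = cells given Gossypol at 36 µM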
NCOA3 inh = inhibits human SRC3 coactivator | HEK293 GAL4-SRC3 luciferase reporter, luminescence | inhibition, % at 3.6 µM | AID 588352 | 360,000 compounds, 0.17% hits;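 active means inhibition above a per-campaign cutoff, the mean of all compounds plus 3 SD, cut at about 60% in these data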;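 further: 0% = DMSO-treated cells and 100% = gossypol-treated cells at 36 µM; higher means less SRC3-driven luciferase light from the GAL4 reporter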
SRC1 inh = inhibitors of human steroid receptor coactivator 1 (SRC1); Q15788; HEK293 GAL4-SRC1 luciferase reporter, luminescence; inhibition, % at 3.6 µM; 360,000 compounds, 0.12% hits; AID 588354;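 active means inhibition above the campaign mean plus 3 SD, with each screening campaign given its own cutoff, cut at about 60% in these data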;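 further: 0% = DMSO treated cells and 100% = gossypol at 36 µM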
CF NFkB block = cystic fibrosis NF-kB activation inhibition. KKLEB NF-kB-GFP reporter, PAF-induced, GFP fluorescence overnight. inhibition, % at 5 µM. 360,000 compounds, 0.86% hits;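 active means at least 50% inhibition at 5 µM, scaled per plate between neutral and stimulator controls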;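 further: PAF is a Pseudomonas aeruginosa culture filtrate used as stimulus; plate controls were PAF-stimulated DMSO wells for no effect and unstimulated DMSO wells for full effect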
LRH-1 inv ag = NR5A2 inverse agonism in reporter assay | O00482 | HEK293T StAR-luciferase reporter, LRH-1 transfected, 24 h | inhibition, % at 3.6 µM | 360,000 compounds, 0.13% hits | AID 602396;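 active means inhibition above the mean inhibition of all tested compounds plus 3 SD, cut at about 73% in these data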;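 further: 0% = DMSO wells and 100% = reporter-only cells lacking LRH-1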
Target sequence (O00482 whole entry, looked up): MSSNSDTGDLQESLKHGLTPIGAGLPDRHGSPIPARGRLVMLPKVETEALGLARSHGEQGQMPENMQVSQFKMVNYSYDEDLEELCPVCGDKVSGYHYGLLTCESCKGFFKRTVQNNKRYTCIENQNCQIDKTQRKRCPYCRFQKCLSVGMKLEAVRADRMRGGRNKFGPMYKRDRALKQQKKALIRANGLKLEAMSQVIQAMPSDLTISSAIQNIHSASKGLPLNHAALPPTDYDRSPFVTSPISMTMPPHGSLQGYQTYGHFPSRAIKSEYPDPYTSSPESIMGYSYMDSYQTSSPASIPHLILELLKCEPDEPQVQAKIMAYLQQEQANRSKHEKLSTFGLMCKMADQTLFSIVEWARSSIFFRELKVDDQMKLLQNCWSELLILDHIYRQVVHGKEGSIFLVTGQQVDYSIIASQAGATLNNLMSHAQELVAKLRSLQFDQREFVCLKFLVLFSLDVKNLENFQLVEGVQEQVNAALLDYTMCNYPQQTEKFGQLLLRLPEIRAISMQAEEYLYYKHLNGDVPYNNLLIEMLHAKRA
KKLEB cytotox = counter-screen for CF NF-kB inhibitors: cytotoxicity; KKLEB CF airway cells viability, ATPlite luminescence, overnight; hits give low values; cells stimulated with P. aeruginosa culture filtrate; activity change (cytotoxicity), % at 5 µM; 360,000 compounds, 0.36% hits; AID 602141;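 active means corrected activity change at or below -50% at 5 µM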
TWEAK Fn14 block = TWEAK-Fn14 signaling inhibition | inhibition, % at 10 µM | 360,000 compounds, 2% hits | TWEAK-stimulated Fn14 reporter cells, luciferase luminescence, 8 h; in the data active means inhibition above about 50%
Active calls of the source: *; . = not tested or not shown.

SMILES	LMP1 NFkB inh	NR2F2 inh	C8 TRAIL sens	TROY signal inh	NCOA2 inhibitor	NCOA3 inh	SRC1 inh	CF NFkB block	LRH-1 inv ag	KKLEB cytotox	TWEAK Fn14 block
Cc1ccc(C)c(N(C(=O)c2csnn2)C(C(=O)NC2CCCCC2)c2cccnc2)c1 (stereo unspecified)	1	-13	2	-35	-5	-6	-3	-5	6	5	28
Cc1cc(C(=O)N/N=C/c2cccc(OC(=O)c3ccco3)c2)n[nH]1	1	-44	10	-49	-35	-31	-28	3	-37	2	0
CN(C)/C=C(\C(=O)c1ccc(F)cc1F)c1nnnn1-c1ccccc1	-1	14	-1	15	11	11	-5	7	26	9	17
CCc1nc2c(OCc3ccc(F)c(F)c3)cccn2c1N(C)C(=O)c1cccs1	.	1	11	-7	2	-4	14	23	-11	-17	4
O=S1(=O)CC(N2CCN(CCO)CC2)CN1Cc1cn(Cc2ccccc2C(F)(F)F)nn1 (stereo unspecified)	.	7	7	13	4	4	8	-9	3	-14	6
O=C(CSc1ncnc2sccc12)Nc1ccccc1F	9	3	-19	-21	-11	20	-18	2	1	-10	-10
O=c1c2c3c(sc2nc2n1CCC2)CCC3	-3	-16	14	-3	-9	3	-16	-2	-2	5	-6
Clc1ccc(-n2nnc(-c3ncc[nH]3)n2)cc1Cl	-18	-2	-2	-62	-44	-55	-35	16	-22	7	-29
Cc1ccc(C(=O)CC2(O)C(=O)N(C)c3ccccc32)o1 (stereo unspecified)	-2	6	-7	4	-5	-9	11	22	18	-27	-7
O=[N+]([O-])c1cccc(S(=O)(=O)Nc2ccc(Cc3ccncc3)cc2)c1	-1	-10	3	19	-18	-2	-1	14	-2	12	19
COCCCn1c(SCC(=O)NC2CCCCC2)nc2ccccc2c1=O	-6	-4	2	-28	6	18	-39	2	16	7	-5
CC(C)=C[C@H]1C[C@H](C)[C@H]2CC[C@H](C)c3c(O[C@@H]4OC[C@@H](O)[C@H](O)C4O)c(O)c(C)c1c32 (stereo partly specified)	0	-9	-42	7	-17	19	-1	1	10	8	23
COc1ccc(CNC(=O)c2noc3c2CCCCC3)cc1	-4	-8	-7	-45	-46	-48	-38	7	-54	3	-29
O=C(COC(=O)CNC(=O)c1ccc2c(c1)OCO2)Nc1ncc(Cl)cc1Cl	4	-4	-8	-37	-36	5	-2	8	-2	3	-3
Cc1c(C(=O)Nc2nnc(C3CC3)s2)oc2ccccc12	-39	-26	22	-49	-78	-78	-116	-24	-69	-3	-5
O=C(O)c1ccccc1SCCS(=O)(=O)c1ccc(Cl)cc1Cl	-5	.	-4	14	.	-17	12	1	-31	-16	-10
COC(=O)C1=C(CN2CCSCC2)NC(=O)NC1c1cc(C)ccc1C (stereo unspecified)	-2	13	-3	5	10	-11	-9	4	-8	12	7
N#Cc1cc(-c2ccccc2)cnc1Sc1ccc(Cl)cc1	-2	-20	9	-2	11	12	-8	17	-6	-4	1
COc1cc(/C=N/NC(N)=O)ccc1OCC(=O)N1C(C)CCCC1C (stereo unspecified)	-5	2	-2	8	-3	6	8	2	17	13	0
O=C(/C=C/c1ccccc1Cl)N1CCCN(C(=O)/C=C/c2ccccc2Cl)CC1	-7	-10	2	-64	-28	10	3	10	18	-4	-51
COc1cc(CNc2ccc(N3CCOCC3)cc2)cc(Br)c1OC	-1	9	2	1	10	22	12	-14	31	2	-6
Nc1ccc2c(c1)C(=O)c1ccc(N)cc1-2	-29	-28	-3	-41	-57	-37	-39	-23	5	-4	-22
C=CCNC(=O)CN1C(=O)C2C3c4ccccc4C(c4ccccc43)C2C1=O (stereo unspecified)	2	3	1	15	-21	-2	0	4	4	2	-10
COc1ccc(OC)c(CCNC(=O)CN2C(=O)CCSc3ccccc32)c1	1	-3	1	3	-24	11	-7	6	-22	2	0
CC1CC(C)CN(C2CCN(Cc3cccnc3)CC2)C1 (stereo unspecified)	2	-11	-18	-11	-9	17	16	-2	15	-1	9
Nc1ncc2[nH]c(N)nc2n1	-1	7	-4	-17	-9	2	5	2	5	5	-1
CCN1C(=O)c2cccc3c(S(=O)(=O)NCCCN4CCOCC4)ccc1c23	2	3	17	-20	-8	9	-10	-6	3	-4	-1
CC(=O)c1cccc(NC(=O)CSc2nnc(-c3ccncc3)o2)c1	-1	-2	14	-7	24	-3	-13	2	24	-9	16
COc1ccc(NC(=O)c2cc(C3CCCCN3C(=O)c3cc(F)ccc3C)on2)c(C)c1 (stereo unspecified)	.	22	-17	14	6	-9	2	-11	14	9	-10
O=C(N/N=C/c1ccccc1F)c1ccccc1OCc1ccccc1	4	-1	-9	-44	-9	-2	-4	-9	3	-8	-14
O=C(O)c1ccc(N2CC3CC(C2)c2cccc(=O)n2C3)c(NS(=O)(=O)c2cccc(C(F)(F)F)c2)c1 (stereo unspecified)	8	9	0	8	-22	-15	-15	-7	7	2	19
CCC(NS(=O)(=O)c1ccc(C)cc1)C(=O)N1CCOCCOCCOCCOCC1 (stereo unspecified)	0	-19	-4	-5	-6	-6	-55	1	-17	-2	21
C=CCOC(=O)C1=C[C@@H](c2coc3ccccc3c2=O)C[C@@H](OCCCCO)O1	4	-2	-10	-15	-2	-7	9	4	-17	-2	-6
C=C[C@H]1C(C(=O)OCC)=CC[C@@H](c2ccccc2)N1S(=O)(=O)c1ccc(C)cc1	.	0	0	16	-1	8	15	34	10	-16	0
CCN1CCN(C(=O)C(=O)c2cn(CC(=O)N3CCCCCC3)c3ccccc23)CC1	0	21	-4	20	-5	-24	-51	-24	-1	31	4
C=CCN1C(=O)C(CC(=O)NCC)SC1=Nc1ccccc1OC (stereo unspecified)	6	29	-6	9	-29	10	-5	1	12	13	0
O=C(c1ccco1)N1N=C(c2ccc(Cl)cc2)CC1(O)C(F)(F)F (stereo unspecified)	12	5	-11	-18	-13	10	-16	-20	11	-6	-6
COc1ccc([C@@H]2CC=C(C(=O)O)[C@H](c3ccc(Br)cc3)N2S(=O)(=O)c2ccccc2C)cc1	-1	1	12	15	-19	9	-24	13	3	12	19
CCOC(=O)N1CCN(C(c2ccccc2)c2sc3nc(C)nn3c2O)CC1 (stereo unspecified)	-3	-20	-4	-13	9	-4	-7	-17	-5	15	0
Cc1ccc(-c2nnc(NC3CCCCC3)c3ccccc23)cc1S(=O)(=O)N1CCN(C)CC1	-4	-2	-5	8	1	18	15	15	22	-8	-6
CCc1ccc(CNC(=O)C2CCC(=O)N(CCc3ccc(Cl)cc3)C2)nc1 (stereo unspecified)	5	23	-17	9	-22	5	-22	-47	16	30	-2
COCCNC(=O)CCCn1c(=O)c2cc(OC)c(OC)cc2n(CC(=O)NCCC2=CCCCC2)c1=O	-2	-5	3	-7	5	-10	6	-10	-10	10	2
CC(C(=O)NCC1CCCO1)c1ccc([N+](=O)[O-])cc1 (stereo unspecified)	-12	7	-14	-10	-6	16	22	-16	23	6	25
CC(OC(=O)C12CC3CC(CC(O)(C3)C1)C2)C(N)=O (stereo unspecified)	1	7	-3	-20	0	7	-13	2	3	-7	-1
COCCn1cnc2c1c(=O)n(Cc1c(F)cccc1Cl)c(=O)n2Cc1ccccc1	-5	-4	12	0	-6	-3	-1	12	3	-13	-9
COC(=O)C1=C(Nc2ccccc2NC(=O)CCCC(=O)O)CSC1	7	10	-7	-1	9	7	8	1	14	7	-4
O=C(CO/N=C/c1cccc([N+](=O)[O-])c1)NC1CCCCC1	-6	3	0	-5	-9	7	-12	4	-3	2	19
c1ccc2c(c1)Oc1ccccc1S2	1	-6	0	-9	-5	1	4	5	-17	4	6
CCNC(=O)CC1SC(=Nc2ccc(C)cc2)N(CC)C1=O (stereo unspecified)	-6	4	4	-5	-30	5	-6	0	4	2	-9
Cc1cc2c(cc(C(=O)N3CCC(C(=O)N4CCCC4)CC3)n2Cc2c(F)cccc2Cl)o1	11	9	-2	-20	20	-3	8	-8	-1	28	-6
COc1ccc(-c2ccc3c(c2)C2CC3CCN2C(=O)C(C)(C)C)cc1 (stereo unspecified)	3	3	3	5	8	2	1	13	1	-4	1
CCN(CC(=O)Nc1ccc2c(c1)OCCO2)Cc1cc(=O)n2ccsc2n1	1	-3	13	12	-55	-2	-17	9	3	-3	9

6 records picked at random from those above, as already listed:
SMILES	LMP1 NFkB inh	NR2F2 inh	C8 TRAIL sens	TROY signal inh	NCOA2 inhibitor	NCOA3 inh	SRC1 inh	CF NFkB block	LRH-1 inv ag	KKLEB cytotox	TWEAK Fn14 block
Cc1cc2c(cc(C(=O)N3CCC(C(=O)N4CCCC4)CC3)n2Cc2c(F)cccc2Cl)o1	11	9	-2	-20	20	-3	8	-8	-1	28	-6
CCN(CC(=O)Nc1ccc2c(c1)OCCO2)Cc1cc(=O)n2ccsc2n1	1	-3	13	12	-55	-2	-17	9	3	-3	9
CCNC(=O)CC1SC(=Nc2ccc(C)cc2)N(CC)C1=O (stereo unspecified)	-6	4	4	-5	-30	5	-6	0	4	2	-9
COC(=O)C1=C(Nc2ccccc2NC(=O)CCCC(=O)O)CSC1	7	10	-7	-1	9	7	8	1	14	7	-4
O=C(CO/N=C/c1cccc([N+](=O)[O-])c1)NC1CCCCC1	-6	3	0	-5	-9	7	-12	4	-3	2	19
COCCn1cnc2c1c(=O)n(Cc1c(F)cccc1Cl)c(=O)n2Cc1ccccc1	-5	-4	12	0	-6	-3	-1	12	3	-13	-9

Record cards, as listed above:
CC(OC(=O)C12CC3CC(CC(O)(C3)C1)C2)C(N)=O (stereo unspecified) is listed with LMP1 NFkB inh = 1; NR2F2 inh = 7; C8 TRAIL sens = -3; TROY signal inh = -20; NCOA2 inhibitor = 0; NCOA3 inh = 7; SRC1 inh = -13; CF NFkB block = 2; LRH-1 inv ag = 3; KKLEB cytotox = -7; TWEAK Fn14 block = -1
COc1ccc(-c2ccc3c(c2)C2CC3CCN2C(=O)C(C)(C)C)cc1 (stereo unspecified) is listed with LMP1 NFkB inh = 3; NR2F2 inh = 3; C8 TRAIL sens = 3; TROY signal inh = 5; NCOA2 inhibitor = 8; NCOA3 inh = 2; SRC1 inh = 1; CF NFkB block = 13; LRH-1 inv ag = 1; KKLEB cytotox = -4; TWEAK Fn14 block = 1
